PolyA inh: polyadenylation inhibitors in yeast reporter cells, primary screen, luminescence, S. cerevisiae; 300,000 compounds, 0.02% hits; S. cerevisiae SKY197-pL101 polyadenylation reporter, beta-gal luminescence; efflux-impaired pdr1/pdr3 knockout yeast; score 100 = 6 SD above DMSO; calls only at 12 µM;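 active means lowest replicate activity score at least 50, where 100 means six control SD above control mean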;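 further: yeast exposed to compound for 9 h at 30 °C; higher score means more reporter readthrough which indicates perturbed polyadenylation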
MrgX1 allo act: positive allosteric modulators of MrgX1, primary screen, HEK293 cells, Fluo-4 calcium flux; Mas-related G-protein coupled receptor member X1 (Homo sapiens), Q96LB2; FDSS; hits give high values; B-score at 10 µM; 310,000 compounds, 0.63% hits;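 active means plate-corrected calcium response at least 3 library SD above typical, normal starting fluorescence, not activating the receptor alone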;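 further: compound read alongside a low EC10 to EC30 dose of BAM8-22 agonist; peak minus trough fluorescence over baseline measured at the second addition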
Target sequence (Q96LB2 whole entry, looked up): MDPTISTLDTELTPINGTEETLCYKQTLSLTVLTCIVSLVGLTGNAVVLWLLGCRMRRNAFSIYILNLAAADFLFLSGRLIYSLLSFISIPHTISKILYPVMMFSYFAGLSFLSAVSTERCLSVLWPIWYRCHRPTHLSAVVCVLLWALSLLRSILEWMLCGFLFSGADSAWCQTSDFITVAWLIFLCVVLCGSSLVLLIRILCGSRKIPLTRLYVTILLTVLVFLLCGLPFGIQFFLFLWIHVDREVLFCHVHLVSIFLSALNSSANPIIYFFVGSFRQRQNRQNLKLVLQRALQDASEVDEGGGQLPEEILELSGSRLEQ
TRPC4 agonist: activators of mouse TRPC4 channel, primary screen, Fluo4 calcium, HEK293 TRPC4beta/mu-opioid cells; Short transient receptor potential channel 4 (Mus musculus), Q9QUQ5; Fluo4 calcium fluorescence; hits give high values; B-score at 10 µM; 310,000 compounds, 0.49% hits;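 active means B-score above 5 SD of library B-scores, and initial fluorescence ratio not above library mean plus 5 SD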;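 further: positive B-score marks a calcium rise read as TRPC4 activation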
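Assay system – TRPC4beta and mu-opioid receptor HEK293 stable cells · Measured by – Fluo4 fluorescence, kinetic · Schedule – dye loading 45 min room temperature, 110 s kinetic read · Read-out – B-scored integrated calcium fluorescence ratio · Controls – buffer and maximal DAMGO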
MrgX1 antag: antagonists of human MrgX1 receptor, primary screen, HEK293 cells, Fluo-4 calcium flux | Mas-related G-protein coupled receptor member X1 (Homo sapiens), Q96LB2 | BAM8-22 antagonism; hits give low values | B-score at 10 µM | 310,000 compounds, 1.3% hits;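 active means calcium-response B-score plate-corrected more than 3 library SD below zero, starting fluorescence within 5 deviations, no agonist response on first addition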;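 further: peak minus trough fluorescence over baseline after final BAM8-22 challenge near maximal dose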
TRPC6 inh: mouse TRPC6 channel inhibitors, primary screen, cell-based, HEK293, membrane potential dye | 310,000 compounds, 1.1% hits | B-score at 10 µM | ACh-evoked depolarization; hits give low values | AID 2553, 2010 | Short transient receptor potential channel 6 (Mus musculus), Q61143;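 active means B-score under library mean minus 3 SD, initial fluorescence not abnormally high, positive integrated signal ratio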;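 further: B-score derived from integrated fluorescence ratio over the kinetic read; more negative B-score means stronger inhibition of depolarization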
TRPC4 inh: inhibitors of mouse TRPC4 channel, primary screen, Fluo4 calcium, HEK293 TRPC4beta/mu-opioid cells; Short transient receptor potential channel 4 (Mus musculus), Q9QUQ5; DAMGO-evoked Fluo4 calcium flux; hits give low values; B-score at 10 µM; 300,000 compounds, 0.39% hits;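 active means B-score over 3 SD under the library average, no early fluorescence shift, positive overall ratio signal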
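Material: HEK293 cells with stable TRPC4beta plus mu-opioid receptor expression; probe or stimulus: DAMGO in two steps, submaximal then maximal; technique: Fluo4 calcium fluorescence by kinetic imaging, 5 s 1 Hz baseline; measure: integrated fluorescence ratio relative to baseline, converted to per-well B score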
AI-2 QS mod: Vibrio harveyi AI-2 quorum sensing modulators, primary screen, JMH597 strain, luminescence/OD600 ratio; Vibrio harveyi JMH597 AI-2 luminescence/OD600 ratio, 9 h; hits give low values; strain lacks LuxN and CqsS sensors; 0 = neutral-control median; activity change, % at 7.5 µM; 300,000 compounds, 0.4% hits; AID 2094, 2009; in the data active means activity change below about -75%, passing the limit was not always enough;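 further: luminescence divided by OD600 gain over 9 h not by final OD600 alone; inactives centre near 13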
TRPC6 act: mouse TRPC6 channel activators, primary screen, cell-based, HEK293, membrane potential dye. Short transient receptor potential channel 6 (Mus musculus), Q61143. 310,000 compounds, 0.13% hits. HEK293-TRPC6 membrane potential dye fluorescence; hits give high values. B-score at 10 µM;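 active means B-score of the integrated fluorescence ratio above library mean plus 3 SD, and starting fluorescence ratio within library mean plus 5 SD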;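 further: higher score means more depolarization so channel activation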
TRPC4 potent: positive allosteric modulators of TRPC4, primary screen, cell-based, mouse TRPC4beta, HEK293 mu-opioid, Fluo-4 calcium | DAMGO EC20, Fluo-4 Ca2+ flux; hits give high values | B-score at 10 µM | 310,000 compounds, 0.42% hits | AID 2227, 2009;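 active means B-score of calcium response area above 5 SD of library B-scores, with initial fluorescence ratio within 5 SD of library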;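 further: B-score of integrated fluorescence ratio over time as area under calcium response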
HIF act: HIF pathway transcriptional activators, primary screen, cell-based, U2OS HRE-luciferase, luminescence; U2OS HRE-luciferase reporter; normalized: DMSO 0%, desferrioxamine 100%; activation, % at 7.5 µM (by protocol); 300,000 compounds, 0.32% hits; AID 1910, 2009;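 active means mean activation of at least 10% of the iron chelator positive control signal, with at least half of replicates also reaching 10%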
MrgX1 ag: agonists of human MrgX1 receptor, primary screen, HEK293 cells, Fluo-4 calcium flux; Mas-related G-protein coupled receptor member X1 (Homo sapiens), Q96LB2; Fluo-4 calcium fluorescence, agonist mode; hits give high values; B-score at 10 µM; 310,000 compounds, 0.44% hits;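 active means calcium response B-score plate-corrected fluorescence ratio at least 3 library SD, with starting fluorescence B-score inside 5 SD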
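Test system: Stable human MrgX1 HEK293 cell line | Schedule: Overnight plating before 1 h dye loading | Read-out basis: Baseline-normalised fluorescence change ratio, B-scored | Detection: Kinetic calcium dye fluorescence, Fluo-4 NW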
* marks the source's active call; other numbers are inactive results; i = inactive; x = no result given.

SMILES | PolyA inh | MrgX1 allo act | TRPC4 agonist | MrgX1 antag | TRPC6 inh | TRPC4 inh | AI-2 QS mod | TRPC6 act | TRPC4 potent | HIF act | MrgX1 ag
COc1ccccc1NC(=O)C1CC(O)CN1C(=O)Oc1ccccc1 (configuration not stated) | i | i | i | i | i | i | -4 | i | i | 0.0 | i
N#C/C(=C/c1ccc(N2CCCCC2)o1)C(=O)NCCc1c[nH]c2ccccc12 | i | i | i | i | i | i | 7 | 33* | i | 0.9 | 37*
COc1cccc(/C=N/N2CCOCC2)c1O | i | i | i | i | i | i | 7 | i | i | 0.6 | i
CCOc1ccc(N2C(=O)C3C(c4ccc(O)cc4)NC(CCSC)(C(=O)OC)C3C2=O)cc1 (configuration not stated) | i | i | i | i | i | i | 24 | i | i | -0.2 | i
Cc1cc(-c2nc3ncccc3o2)ccc1N | i | i | i | i | i | i | 11 | i | i | 3.5 | i
O=S(=O)(Cc1ccccc1)N1CCN(c2ncccn2)CC1 | i | i | i | i | i | i | 17 | i | i | 0.1 | i
COc1ccc(OC)c(NC(=O)CSc2ncnc3c2cnn3-c2ccccc2Cl)c1 | i | i | i | i | i | i | 11 | i | i | -0.1 | i
COc1ccccc1OCCNC(=O)c1ccccc1C | i | i | i | i | i | i | 11 | i | i | 0.4 | i
O=S(=O)(c1cccc(C(F)(F)F)c1)N1CCC(c2nc3ccccc3[nH]2)CC1 | i | i | i | i | i | i | 2 | i | i | -0.3 | i
COc1ccc(OC)c(NS(=O)(=O)c2cccc3cccnc23)c1 | i | i | i | i | i | i | 0 | i | i | 0.4 | i
O=C(Nc1ccc(Br)cc1F)c1ccc2c(c1)N(Cc1ccccc1)C(=O)CS2=O (configuration not stated) | i | i | i | i | i | i | 26 | i | i | 1.9 | i
Cc1nn(-c2ccc(F)cc2)c(C)c1CN1CCN(Cc2ccccc2)C(CCO)C1 (configuration not stated) | i | i | i | i | i | i | -14 | i | i | -0.2 | i
Cc1ccc(N2C(=O)c3ccccc3C2C(=O)c2ccc(O)cc2O)cc1 (configuration not stated) | i | i | i | i | i | i | 25 | i | i | -0.3 | i
CCC(c1nnc(SCC(=O)NC2CCCCC2)n1Cc1ccccc1)N(C)C (configuration not stated) | i | i | i | i | i | i | 19 | i | i | 0.5 | i
CCn1ncc(C2=NOC(C(=O)Nc3ccc4c(c3)OCO4)C2)c1C (configuration not stated) | i | i | i | i | i | i | -1 | i | i | 110* | i
CC(C)CCn1c(CN2CCN(c3cccc(Cl)c3)CC2)nc2c1c(=O)n(C)c(=O)n2C | i | i | i | i | i | i | 16 | i | i | -0.3 | i
COc1ccccc1OCCNc1nc2c(c(=O)n(C)c(=O)n2C)n1C | i | i | i | i | i | i | 18 | i | i | 0.2 | i
COc1ccc(Oc2ccc(S(=O)(=O)N3CCCCC3)cc2S(=O)(=O)N2CCCCC2)cc1 | i | i | i | i | i | i | 18 | i | i | 0.0 | i
COc1ccccc1C(=O)Nc1nsc(-c2ccccc2)n1 | i | i | i | i | i | i | 10 | i | i | 3.0 | i
Cc1ccc(N2C(=O)CC(NCc3ccc4c(c3)OCO4)C2=O)cc1Cl (configuration not stated) | i | i | i | i | i | i | 11 | i | i | 3.1 | i
COCCSc1ccccc1C(=O)Nc1ccc2c(c1)OCO2 | i | i | i | i | i | i | 10 | i | i | 0.4 | i
O=C(Nc1cccc(C(F)(F)F)c1)c1csc(-c2ccncc2)n1 | i | i | i | i | i | i | -2 | i | i | 0.7 | i
Cc1ccc(N2C(=O)C3C4C=CC(CNC(=S)N5CCN(c6ccccc6)CC5)(O4)C3C2=O)cc1 (configuration not stated) | i | i | i | i | i | i | 6 | i | i | x | i
Cn1nc(C(=O)N2CCN(S(=O)(=O)/C=C/c3ccccc3)CC2)c2ccccc2c1=O | i | i | i | i | i | i | 48 | i | i | -0.9 | i
CCC(=O)c1ccc(OCC(O)CNC(C)c2ccccc2)cc1 (configuration not stated) | i | i | i | i | i | i | 6 | i | i | 0.1 | i
Cn1c(SCC(=O)NNC(=O)c2ccc(Cl)cc2)nnc1-c1cccnc1 | i | i | i | i | i | i | 11 | i | i | 0.2 | i
N#Cc1c(Nc2ccc(F)cc2)sc(C(=O)c2ccccc2)c1N | i | i | i | i | i | i | 16 | i | i | 0.0 | i
CC(NC(=O)CN(c1ccc(Cl)cc1)S(C)(=O)=O)c1ccccc1 (configuration not stated) | i | i | i | i | i | i | 4 | i | i | -0.4 | i
CCCC(=O)Nc1nnc(-c2ccc3c(c2)OCCO3)o1 | i | i | i | i | i | i | 18 | i | i | 1.9 | i
CCOc1ccc(C2c3c(oc4ccccc4c3=O)C(=O)N2CCCN2CCOCC2)cc1OCC (configuration not stated) | i | i | i | i | i | i | 17 | i | i | 0.3 | i
CCn1c(CC(=O)Nc2ccccc2OC)nnc1SCC(=O)Nc1ccccc1F | i | i | i | i | i | i | 31 | i | i | 0.4 | i
O=C(c1ccccc1)c1nc2c(n1O)CCCCC2 | x | i | i | i | i | i | 10 | i | i | 2.0 | i
CN(C)S(=O)(=O)c1ccc(C(=O)OCCCN=C2NS(=O)(=O)c3ccccc32)cc1 | x | i | i | i | i | i | 25 | i | i | x | i
O=C1/C(=C/c2cccs2)SC(=S)N1N1CCOCC1 | i | i | i | i | i | i | 9 | i | i | -0.2 | i
CC(=O)Nc1ccc(CN2CCCC(CO)(Cc3ccccc3C)C2)cc1 (configuration not stated) | i | i | i | i | i | i | 13 | i | i | 0.0 | i
Cc1onc(-c2c(F)cccc2Cl)c1C(=O)Nc1cccc(S(=O)(=O)NC2=NCCC2)c1 | i | i | i | i | i | i | -5 | i | i | 0.1 | i
COc1ccc(-c2ncc(CN3CCN(CCC(C)C)C(CCO)C3)cn2)cc1 (configuration not stated) | i | i | i | i | i | i | 8 | i | i | 1.3 | i
CCOC(=O)/C(=N\Nc1ccccc1)c1csc(Nc2ccc(C)cc2)n1 | i | i | i | i | i | i | 17 | i | i | 0.1 | i
COC(=O)C1=C(C(=O)OC)[C@@H]2N(C)c3ccc(OC)cc3[C@@]23C[C@@H](C(=O)OC)N(S(=O)(=O)c2ccc(OC)cc2)C3=N1 | i | i | i | i | i | i | 15 | i | i | 0.1 | i
CCOC(=O)c1ccc(NC(=S)N2CCC(C(N)=O)(N3CCCCC3)CC2)cc1 | i | i | i | i | i | i | 9 | i | i | -0.5 | i

Not a retest: entries from further up.
SMILES | PolyA inh | MrgX1 allo act | TRPC4 agonist | MrgX1 antag | TRPC6 inh | TRPC4 inh | AI-2 QS mod | TRPC6 act | TRPC4 potent | HIF act | MrgX1 ag
CCn1c(CC(=O)Nc2ccccc2OC)nnc1SCC(=O)Nc1ccccc1F | i | i | i | i | i | i | 31 | i | i | 0.4 | i
O=C(c1ccccc1)c1nc2c(n1O)CCCCC2 | x | i | i | i | i | i | 10 | i | i | 2.0 | i
CN(C)S(=O)(=O)c1ccc(C(=O)OCCCN=C2NS(=O)(=O)c3ccccc32)cc1 | x | i | i | i | i | i | 25 | i | i | x | i
O=C1/C(=C/c2cccs2)SC(=S)N1N1CCOCC1 | i | i | i | i | i | i | 9 | i | i | -0.2 | i

The list continues:
SMILES | PolyA inh | MrgX1 allo act | TRPC4 agonist | MrgX1 antag | TRPC6 inh | TRPC4 inh | AI-2 QS mod | TRPC6 act | TRPC4 potent | HIF act | MrgX1 ag
Cc1nn(CC(=O)N2CCCC2)c(=O)c2nn(-c3ccccc3)c(C)c12 | i | i | i | i | i | i | 22 | i | i | -0.6 | i
COc1ccc(NC(=S)NC2CCCCCC2)c(OC)c1 | i | i | i | i | i | i | 13 | i | i | 0.5 | i
CCc1ccc(N2CC(C(=O)N3CCN(c4ccccn4)CC3)CC2=O)cc1 (configuration not stated) | i | i | i | i | i | i | 1 | i | i | 0.0 | i
CCCN1C(=O)/C(=C/c2c(N3CCNC(=O)C3CC(=O)OCC)nc3c(C)cccn3c2=O)SC1=S (configuration not stated) | i | i | i | i | i | i | 9 | 27* | i | -0.3 | i
Fc1ccccc1OCCCCCN1CCCC1 | i | i | i | i | i | i | 20 | i | i | 0.5 | i
COc1ccc(N2CCN(CC(O)COc3ccc(C)c(C)c3)CC2)cc1 (configuration not stated) | i | i | i | i | -6.1* | i | 10 | i | i | 0.0 | i
O=C(Nc1cccs1)Nc1c(F)cc(F)cc1Br | i | i | i | i | i | i | 15 | i | i | -0.3 | i
CCc1nnc(NS(=O)(=O)c2ccc(NC(=O)c3cc4ccccc4oc3=O)cc2)s1 | i | i | i | i | i | i | 10 | i | i | 0.2 | i
Cc1cc(-c2onc(C)c2C(=O)Oc2ccc(Cl)cc2)no1 | i | i | i | i | i | i | 13 | i | i | 0.1 | i
Cc1ccc(C(C(=O)NC2CCCCC2)N2CCOCC2)cc1 (configuration not stated) | i | i | i | i | i | i | 30 | i | i | -1.3 | i
COc1ccc(S(=O)(=O)NCCc2c(C)nn(C)c2Oc2ccccc2)cc1 | i | i | i | i | i | i | 17 | i | i | -1.0 | i
O=C(Nc1nccs1)c1ccccc1[N+](=O)[O-] | i | i | i | i | i | i | 28 | i | i | -0.1 | i
O=C(Nc1nonc1NC(=O)C1CCCCC1)C1CCCCC1 | i | i | i | i | i | i | 31 | i | i | -0.1 | i
N#Cc1nc(Cc2cccc3ccccc23)oc1N1CCCCC1 | i | i | i | i | i | i | 25 | i | i | 0.0 | i
CC(=O)c1cc(C)ccc1OC(=O)CCN1C(=O)C2C3c4ccccc4C(c4ccccc43)C2C1=O (configuration not stated) | i | i | i | i | i | i | 13 | i | i | 0.9 | i

Compound activity deposited in PubChem by several laboratories.

Not all compounds are listed (hit frequency here may not be typical).
